Source: PubChem BioAssay
BoNT A protease = blocks Botulinum neurotoxin A light chain protease. multiplex microsphere protease substrate cleavage, flow cytometry. inhibition, % at 10 µM. hit rate 0.17% among 360,000. AID 588499; in the data active = inhibition above about 30%; inconclusive = no clear call, values can overlap the other calls; note: plate controls were buffer without enzyme for full effect and enzyme alone for no effect
FadD28 binding = blocks FadD28 binding to the bisubstrate probe; fluorescence polarization; inhibition, % at 12.5 µM; hit rate 0.22% among 360,000; in the data active = inhibition above about 8.5%, passing the limit was not always enough; inconclusive = no clear call, values can overlap the other calls
Mtb UGM inh = Mtb UDP-galactopyranose mutase inhibition; AID 504406; inhibition, % at 10 µM; hit rate 0.06% among 320,000; purified UGM, fluorescence polarization probe displacement; P9WIQ1; in the data active = inhibition above about 10%, passing the limit was not always enough; inconclusive = no clear call, values can overlap the other calls
Target sequence (P9WIQ1 whole entry, looked up): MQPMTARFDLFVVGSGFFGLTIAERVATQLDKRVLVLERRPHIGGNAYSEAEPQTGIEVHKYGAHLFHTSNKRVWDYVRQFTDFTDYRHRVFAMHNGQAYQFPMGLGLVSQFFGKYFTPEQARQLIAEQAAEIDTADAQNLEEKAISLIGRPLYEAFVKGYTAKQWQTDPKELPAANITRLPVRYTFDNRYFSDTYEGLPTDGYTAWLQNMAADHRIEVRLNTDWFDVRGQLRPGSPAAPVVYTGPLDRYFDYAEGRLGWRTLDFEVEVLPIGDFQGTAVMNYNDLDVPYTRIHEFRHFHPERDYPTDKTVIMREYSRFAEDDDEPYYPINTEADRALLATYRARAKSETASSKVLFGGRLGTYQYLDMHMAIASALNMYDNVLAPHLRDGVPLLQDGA
Mtb FBA inh = inhibits M. tuberculosis FBA enzyme; P9WQA3; purified M. tuberculosis FBA, fluorescence read-out; inhibition, % at 1 µM; hit rate 2.3% among 360,000; AID 588726; in the data active = inhibition above about 27%;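 note: 0% = vehicle and 100% = reference inhibitor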
Target sequence (P9WQA3 whole entry, looked up): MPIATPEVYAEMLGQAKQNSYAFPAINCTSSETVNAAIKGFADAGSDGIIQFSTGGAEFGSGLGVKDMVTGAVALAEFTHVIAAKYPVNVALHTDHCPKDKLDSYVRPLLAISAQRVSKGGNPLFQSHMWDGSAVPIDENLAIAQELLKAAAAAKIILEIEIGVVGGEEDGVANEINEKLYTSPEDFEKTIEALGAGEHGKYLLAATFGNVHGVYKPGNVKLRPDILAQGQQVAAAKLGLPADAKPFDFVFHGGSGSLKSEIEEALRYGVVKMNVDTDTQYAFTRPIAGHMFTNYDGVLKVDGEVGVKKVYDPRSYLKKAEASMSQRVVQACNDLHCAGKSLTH
BoNT F protease = blocks Botulinum neurotoxin F light chain protease; AID 588497; inhibition, % at 10 µM; hit rate 0.22% among 360,000; Multiplex microsphere protease cleavage assay, flow cytometry; in the data active = inhibition above about 35%, passing the limit was not always enough; inconclusive = no clear call, values can overlap the other calls; note: plate controls were buffer without enzyme for full effect and enzyme alone for no effect
BioA inh = inhibitors of Mycobacterium tuberculosis BioA enzyme; purified M. tuberculosis BioA enzyme, plate reader; inhibition, % at 9.99 µM; hit rate 0.096% among 360,000; in the data active = inhibition above about 40%; inconclusive = no clear call, values can overlap the other calls
CCHFV vOTU inh = blocks the CCHF virus ovarian tumor domain protease | AID 651958 | CCHFV vOTU protease, Pep-AMC fluorescence | inhibition, % at 11.5 µM | hit rate 0.55% among 370,000; note: 0% = vehicle wells with enzyme and 100% = no enzyme wells
GDH-TPI counter = GDH-TPI coupled enzyme inhibition counter-screen; GDH-TPI coupled enzyme counterscreen, NADH absorbance; inhibition, % at 4.8 µM; hit rate 1.2% among 360,000;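 note: 0% = DMSO wells and 100% = wells lacking the enzyme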
PrPC surface inh = inhibitors of human cell surface prion protein PrPC; P04156; TR-FRET read-out; inhibition, % at 13.8 µM; hit rate 0.43% among 370,000; in the data active = inhibition above about 24%; note: 0% = median of the test wells and 100% = reference compound wells
Starred values were filed as active, the others as inactive; ? = inconclusive; . = not tested or not shown; + = active, no number. Cut-off read from the data, not from the text of the source, unless noted: active = inhibition above about 30%; inactive = the rest. Hits appear at their usual frequency; about 4.8% have a hit in one of these screens.

SMILES	BoNT A protease	FadD28 binding	Mtb UGM inh	Mtb FBA inh	BoNT F protease	BioA inh	CCHFV vOTU inh	GDH-TPI counter	PrPC surface inh
CCCCC(=O)Nc1cc(NC(=O)CCCC)cc(C(=O)O)c1	1.3	0.9	-1.1	2	2	1.3	5	5	7
COc1ccc(CC(=O)NC2CCS(=O)(=O)C2)cc1 (stereo not drawn)	2.8	1.3	0.0	0	3	-1.5	0	2	-4
Cc1sc2nc(CC(=O)NN)[nH]c(=O)c2c1C	-0.5	-3.5	-2.7	-1	-12	3.2	-7	13	-1
COc1ccc(CCn2c(=N)c(C(=O)NCC3CCCO3)cc3c(=O)n4ccccc4nc32)cc1 (stereo not drawn)	2.9	-2.3	-0.4	9	2	3.0	7	12	-59
CC(C)(C)NC(=O)C(=O)NNC(=O)c1ccccc1Br	-0.1	-4.9	1.4	-4	2	.	-3	4	3
CCc1nnc(NC(=O)C2CCCN2S(=O)(=O)c2ccccc2)s1 (stereo not drawn)	-2.4	-0.1	-1.9	3	-8	-1.4	3	0	4
Cc1csc(NC(=O)CSc2nnc(-c3ccoc3C)n2CCc2ccccc2)n1	0.9	-7.6	0.5	2	6	4.8	5	-6	4
CSc1ccc(/C=C/C(=O)OCC(=O)N2CCN(S(=O)(=O)c3ccc(C)cc3C)CC2)cc1	-0.1	0.0	-0.5	6	2	-1.2	5	16	1
CCN1C(=O)C(O)(CC(=O)/C=C/C=C/c2ccccc2)c2ccccc21 (stereo not drawn)	-1.4	0.1	-4.0	-1	-32	.	13	41*	3
O=C(NCC1CCCN(Cc2ccc3nonc3c2)C1)c1cccc(C(F)(F)F)c1 (stereo not drawn)	-0.4	-6.3	2.6	-3	-2	.	-6	9	-14
N#CCCN(Cc1ccccc1)C(c1ccnc2ccccc12)c1nnnn1-c1ccc2c(c1)OCCO2 (stereo not drawn)	1.2	.	.	.	10	.	14	.	12
O[C@H]1CN(CC2CCCCC2)[C@@H](c2ccccc2)C[C@@H]1n1cc(C2CC2)nn1	-0.6	-0.5	.	2	-2	-0.1	1	2	-1
CCOc1ccc(N2CC(C(=O)Nc3ccc(S(=O)(=O)N4CCOCC4)cc3)CC2=O)cc1 (stereo not drawn)	?	-0.4	-1.3	2	-1	0.2	-7	7	12
Cc1ccc(C(=O)NCCCNC(=O)Cc2ccccc2)cn1	1.0	-1.1	0.8	1	-2	1.5	-3	-8	0
Cc1nc2sc(C(c3ccc(Br)cc3)N3CC(C)OC(C)C3)c(O)n2n1 (stereo not drawn)	0.4	-2.3	2.3	2	-4	-0.5	0	7	-2
O=C(COC(=O)C1CCN(S(=O)(=O)c2ccc3c(c2)OCCO3)CC1)Nc1ccc(C(F)(F)F)cc1	1.4	-3.0	2.1	0	8	.	0	6	4
CCc1nnc(NC(=O)CSc2nnc(-c3ccco3)o2)s1	-1.1	0.1	-1.4	-1	-10	-0.7	16	4	8
O=C(c1cccnc1)N1CCN(C(=O)c2cccs2)CC1	0.1	0.6	1.8	2	-6	-3.0	8	5	-2
Cc1ccccc1-n1c(Cn2c(=O)sc3ccccc32)nnc1SCC(N)=O	0.0	-1.0	0.8	1	-5	-0.4	-1	8	4
O=C(Nc1cnccn1)C1c2ccccc2Oc2ccccc21	1.6	-2.3	1.8	1	2	.	1	-9	1
CCCc1ccc2oc(C(=O)N3CCC(N4CCCC(O)C4)CC3)c(C)c2c1 (stereo not drawn)	-2.0	0.4	-1.9	4	-5	0.1	-3	8	-5
CCn1nnnc1SCC(=O)c1cc(OC)ccc1OC	-0.4	0.0	2.3	1	-8	2.0	4	2	4
COc1cccc(C(=O)Nc2nnc(SCC(=O)NC3CCCC3)s2)c1	0.4	-0.4	0.3	-1	0	-0.4	5	16	-2
Cc1ccc(C)c(OCCC(=O)N2CCN(S(=O)(=O)c3cc(C)ccc3C)CC2)c1	-2.5	0.6	-3.5	-1	-1	-2.3	1	1	5
COCCCN(C(=O)c1cc(Cl)nc2ccccc12)c1c(N)n(Cc2ccccc2)c(=O)[nH]c1=O	?	0.3	.	-1	?	-2.3	5	5	-1

The list goes on.
SMILES	BoNT A protease	FadD28 binding	Mtb UGM inh	Mtb FBA inh	BoNT F protease	BioA inh	CCHFV vOTU inh	GDH-TPI counter	PrPC surface inh
COc1ccccc1NC(=O)CSc1nc2sc3c(c2c(=O)n1-c1ccccc1)CCN(C)C3	2.5	-2.5	-0.4	19	2	3.2	-58	33*	10
Cc1cc(C)c(NC(=O)c2ccoc2C)c(C)c1	0.6	-3.7	-2.3	-11	?	-1.4	9	-11	2
CC1(C)CC(=O)C=C(Nc2ccccc2F)C1	-0.6	-0.2	-0.8	0	-3	-0.3	0	13	10
O=C(COc1ccc(S(=O)(=O)NC2CCCCC2)cc1Cl)NCc1cccnc1	0.9	0.0	0.4	-3	-4	0.6	8	8	4
Cc1ccccc1C(=O)NNC(=S)NC(=O)c1ccccc1	-1.4	0.6	-1.7	0	-8	.	-2	7	3
CN(CCNC(=O)C1CCN(S(=O)(=O)c2cnc[nH]2)CC1)Cc1ccccc1	0.8	0.7	-1.3	1	-12	-0.2	-3	-1	3
CCCc1ccc(NC(C)C(=O)Nc2ccc(S(=O)(=O)N3CCOCC3)cc2)cc1 (stereo not drawn)	0.6	-2.1	.	-2	-2	-0.3	3	1	-3
C=CCn1c(C)cc(-c2csc(NC(=O)C3=COCCO3)n2)c1C	0.0	-3.5	1.2	-4	-7	-1.6	-2	8	-3
CCc1ccccc1NC(=O)COc1ccc2oc(-c3ccc(OC)cc3)cc(=O)c2c1	-1.3	-1.3	-1.4	35*	-8	-1.1	-3	21	-5
CCN(CC)S(=O)(=O)c1ccc(O)c(C(=O)OCC(=O)N2CCCC2)c1	-0.3	1.7	2.2	8	3	-1.7	13	16	7
O=C(C1COc2ccccc2O1)N1CCN(c2ccc(C(F)(F)F)cn2)CC1 (stereo not drawn)	-0.7	.	-1.5	1	-1	2.5	11	0	4
O=C(CSc1nnc(C2COc3ccccc3O2)o1)N1CCOCC1 (stereo not drawn)	-1.2	-0.8	-1.2	0	-38	-2.2	-3	8	4
O=C(Nc1ccc2c(c1)OCO2)c1ccc(NC2CC2)c([N+](=O)[O-])c1	0.2	1.5	-0.9	-2	-10	13	2	7	-3
COc1cc(NC(=O)c2cccnc2)c(Cl)cc1NC(=O)c1ccc(Cl)cc1	-4.1	-2.0	-1.8	5	-5	-0.9	7	6	1
COc1ccc(-c2cc(=O)c3ccc(O)cc3o2)cc1OC	0.7	-0.7	.	54*	3	-2.2	-94	25	-12
Cc1cc(C)cc(-n2c(O)c(C=NC3CCS(=O)(=O)C3)c3ccccc3c2=O)c1 (stereo not drawn)	0.2	-2.5	-1.7	-1	5	-0.7	18	21	-8
CCOc1ccccc1NC(=O)c1cc(S(=O)(=O)N2CCOCC2)ccc1C	-4.6	-2.4	-1.4	0	-16	-0.1	8	2	13
CCOc1ccc(/C=N/NC(=O)C(C)N(c2ccc(OC)cc2)S(C)(=O)=O)cc1 (stereo not drawn)	-0.1	-2.4	-0.2	0	-1	1.4	17	13	-4
COc1cc(NC(=O)CN(c2ccc(C)cc2)S(=O)(=O)c2c(C)nn(C)c2C)cc(OC)c1	-0.1	-2.9	-0.2	2	-10	-1.4	-5	-2	5
O=C(Oc1ccccc1)N1CCN(C(=O)c2ccco2)CC1	-3.3	-1.3	0.1	2	9	2.5	-9	12	0
COc1ccc2[nH]c(=O)c(CN(C(C)=O)c3ccc(C)c(C)c3)cc2c1	2.2	-2.5	0.8	9	11	0.9	-20	6	-4
CC(C)N(C(=O)COc1ccc(Br)cc1Cl)C(C)C	0.1	-3.1	-0.9	0	-2	-0.1	6	-6	-1
CCCCNC(=O)CSc1nc2cc(OC)c(OC)cc2c(=O)n1Cc1ccc(OC)cc1	-0.9	0.9	0.8	0	-12	-0.8	6	0	-4
Clc1ccc(NCc2nnc3n2CCCCC3)cc1	-0.6	-3.7	-2.0	1	10	0.4	12	5	3
Cc1ccc(S(=O)(=O)NCC(=O)OCC(=O)NC(=O)NC2CCCC2)cc1	0.4	0.0	2.9	1	-1	.	-3	4	0

The list goes on.
SMILES	BoNT A protease	FadD28 binding	Mtb UGM inh	Mtb FBA inh	BoNT F protease	BioA inh	CCHFV vOTU inh	GDH-TPI counter	PrPC surface inh
CC(C)c1cc(NCCOCCO)n2c(nc3ccccc32)c1C#N	-11	-2.6	-3.1	+	?	.	-220	-1	4
CCOC(=O)c1cncc(O)c1	-0.8	0.7	-0.6	0	-3	.	-5	17	-2
CCOC(=O)c1cnn2c(C)cc(-c3ccc(F)cc3)nc12	0.0	-2.6	1.7	60*	-4	1.7	-50	13	-6
O=C(Nc1ccc2c(c1)OCO2)c1cc(-c2ccncc2)nc2ccccc12	2.2	-7.4	-1.3	-5	-32	-3.0	-17	-1	-6
NS(=O)(=O)c1ccc(NC(=S)NC2CC2)cc1	-1.1	-0.3	-0.6	2	-10	0.8	19	-5	3
COCC(=O)Nc1ccc([N+](=O)[O-])cc1OC	-0.7	-3.8	2.7	0	-6	.	-11	5	6
C/C(=N\N=C(N)N)c1cc(Cl)ccc1Cl	-0.5	-3.3	-2.0	-2	2	.	3	-9	4
COC(=O)c1ccccc1OP1(=O)COc2ccccc2OC1	?	-0.9	-1.7	4	-3	-0.4	-2	6	-6
Cn1c(NC(=O)c2cc(Br)ccc2Cl)cc(=O)n(C)c1=O	-1.1	-1.4	-1.4	0	-8	0.9	-6	8	-3
O=C(NCc1ccncc1)C(=O)Nc1ccc2c(c1)OCO2	-0.2	-0.5	-1.0	-3	-4	.	-5	-3	0
O=C(CSCCc1ccccn1)Nc1cccnc1	0.4	-1.3	0.9	0	-6	-0.1	0	5	7
CCOc1ccccc1OCCCOc1ccc(C)cc1Br	-0.5	-0.3	-4.0	1	-16	-0.3	9	0	1
O=C(NC1CCCCC1)C1c2ccccc2OCC(=O)N1Cc1ccccc1 (stereo not drawn)	1.1	.	.	.	5	.	-8	.	-2
O=C(c1cc(=O)[nH]c2ccccc12)N1CCN(Cc2ccc3c(c2)OCO3)CC1	2.5	-0.9	.	9	9	1.8	-6	14	-1
CN(C)C(=O)c1cc(S(=O)(=O)N(C)C)c(Cl)cc1N1CCCC1	0.2	-2.7	-1.5	0	-13	1.0	-4	-1	-8
Cc1ccc(NC(=O)CN2CCc3cc4c(cc3C2)OCCCO4)cc1	-0.8	-2.9	0.6	4	-3	-1.3	7	14	4
CCc1ccc(Nc2cc(C(=O)NCCCN3CCOCC3)c3ccccc3n2)cc1	-0.4	-1.3	2.2	4	-5	-0.8	6	3	-1
Cn1c(O)c(/C=N/c2ccccn2)c(=O)n(C)c1=O	-0.3	-4.8	2.7	1	6	-0.9	11	33*	4
Nc1ccnc(=O)[nH]1	-0.9	-2.3	-0.6	5	3	-1.0	-5	16	1
CCCC1CCC(c2nc(-c3cccnc3)no2)CC1 (stereo not drawn)	?	-2.5	0.4	6	-1	14	-3	-1	2
Cc1ccccc1C(=O)NCC(=O)NCC1(N2CCOCC2)CCCCC1	-2.8	-4.0	-2.1	-3	2	.	12	0	-3
CC1=C(C(=O)N(C)C)CC(CC(=O)NCc2cccs2)C(=O)N1Cc1ccc(C(C)(C)C)cc1 (stereo not drawn)	0.3	-3.7	.	1	2	7.0	-1	.	-4
CC(=O)N1CCC(N(CCCOC(C)C)S(=O)(=O)c2ccc([N+](=O)[O-])cc2)CC1	-1.4	-0.9	0.5	3	-6	1.5	4	3	-46
CCN(CC)c1ccc(/C=C2\SC(N)=NC2=O)cc1	7.5	-0.6	-1.8	-16	?	-0.9	-4	23	-14

Pulled one by one from the list above, 4 records:
SMILES	BoNT A protease	FadD28 binding	Mtb UGM inh	Mtb FBA inh	BoNT F protease	BioA inh	CCHFV vOTU inh	GDH-TPI counter	PrPC surface inh
CC1=C(C(=O)N(C)C)CC(CC(=O)NCc2cccs2)C(=O)N1Cc1ccc(C(C)(C)C)cc1 (stereo not drawn)	0.3	-3.7	.	1	2	7.0	-1	.	-4
Cn1c(NC(=O)c2cc(Br)ccc2Cl)cc(=O)n(C)c1=O	-1.1	-1.4	-1.4	0	-8	0.9	-6	8	-3
Cc1ccc(NC(=O)CN2CCc3cc4c(cc3C2)OCCCO4)cc1	-0.8	-2.9	0.6	4	-3	-1.3	7	14	4
CCOC(=O)c1cnn2c(C)cc(-c3ccc(F)cc3)nc12	0.0	-2.6	1.7	60*	-4	1.7	-50	13	-6
